All columns: NCI-60 one-dose screen, growth in % after 48 h at 10 µM unless noted; 100 = growth as untreated, 0 = no growth, -100 = all killed.
BT-549 – BT-549 breast cancer | 4.4% of 78,000 active
T-47D – T-47D breast cancer | AID 1794792 | 5% of 79,000 active
MALME-3M – MALME-3M melanoma. 5.8% of 78,000 active. AID 1794766
LOX IMVI – LOX IMVI melanoma; AID 1794757; 7.4% of 79,000 active
HS 578T – HS 578T breast cancer; 4.1% of 78,000 active; AID 1794788
MCF7 – MCF7 breast cancer | 6.3% of 82,000 active | AID 1794796
MDA-MB-231 – MDA-MB-231 breast cancer; 5% of 81,000 active; AID 1794789
MDA-MB-468 – MDA-MB-468 breast cancer; 8.5% of 78,000 active; AID 2202374
Numbers without * were called inactive; · = not tested or not shown; & = joins results of further samples. Rule for the calls: active = growth percent below 10; inactive = the rest.

1) O=C(c1nc2ccccc2[nH]1)C1C(c2ccc(Br)cc2)C2CC3CCCC[C@H]3N2[C@@]12C(=O)Nc1cc(Cl)ccc12 (stereo partly specified)
2) C=CCn1c(=O)c2cnc(Nc3ccc(N4CCN(C)CC4)cc3)nc2n1-c1cccc(C(C)(C)O)n1
3) CN(O)C1=c2ccccc2=NC1=O
4) N[C@H](Cc1c[nH]c2ccccc12)C(=O)O
5) O=C1CCC(=O)N1Cc1ccccc1
Compound,1,2,3,4,5
BT-549,72,1.3*,99,97,111
T-47D,29,36,99,92,113
MALME-3M,32,45,99,116,110
LOX IMVI,30,5.9*,95,95,91
HS 578T,67,·,100,104,102
MCF7,16,16,101,104,92
MDA-MB-231,42,9.6*,97,91,98
MDA-MB-468,13,-0.6*,94,110,88

6) O=C(Cn1nncc1CN1C(=O)CSC1=O)Nc1cccc(Cl)c1
7) CCCc1nc2ccccc2c(=O)n1CC(=O)n1nc(C)cc1C
8) CCCCCN1C=C/C(=C\C(=O)N(C)c2ccc(C(F)(F)F)cc2)c2ccccc21
9) COc1ccc(Cn2ccc3nc(Cl)nc(Cl)c32)cc1
10) N#Cc1ccc2[nH]c3nccc(NCc4ccccc4)c3c2c1
Compound,6,7,8,9,10
BT-549,99,101,89,95,88
T-47D,99,85,78,77,93
MALME-3M,100,107,86,83,155
LOX IMVI,96,93,94,87,95
HS 578T,93,106,98,94,118
MCF7,94,94,90,94,81
MDA-MB-231,113,97,94,106,108
MDA-MB-468,106,95,71,60,85

11) Cc1ccc(/C=N/NC(=O)c2ccc(OCc3nc4ccc(Cl)cc4[nH]3)cc2)cc1
12) CCCNC(=O)c1sc2ncnc(Nc3ccc(NC(=O)Nc4cccc(OC)c4)cc3)c2c1C
13) O=C(/C=C/c1cccc(Cl)c1)c1cccc(OCCCOc2cccc(C(=O)/C=C/c3cccc(Cl)c3)c2)c1
14) COc1cc(CNC(=O)/C=C/c2ccccc2)ccc1OCc1cn(-c2cccc([N+](=O)[O-])c2)nn1
15) COc1cc(OC)c2c(c1Cl)O[C@]1(C2=O)C(OCc2ccccc2)=CC(=NCCC(=O)O)C[C@H]1C
Compound,11,12,13,14,15
BT-549,92,96,90,91,85
T-47D,71,75,90,69,94
MALME-3M,38,92,116,105,·
LOX IMVI,62,95,64,100,96
HS 578T,40,86,105,105,109
MCF7,55,91,21,90,94
MDA-MB-231,30,92,95,93,96
MDA-MB-468,45,106,·,85,107

16) Cc1c(-c2nn(-c3ccccc3)cc2/C=N\O)nnn1-c1ccc(F)cc1
17) CN=C(NC)c1ccc(NC(=O)c2ccc(C(=O)Nc3ccc(C(=NC)NC)cc3)c(N)c2)cc1
18) COc1ccc(-c2nc(-c3ccccc3)c(-c3ccccc3)n2CCCCC(=O)O)cc1
19) Cn1c(N)nc2nc[nH]c2c1=S
20) COc1ccc(CN2C(=O)N(c3cccnc3Cl)S(=O)(=O)c3ccccc32)cc1F
Compound,16,17,18,19,20
BT-549,93,107,98,95,100
T-47D,90,96,73,92,96
MALME-3M,102,101,92,95,100
LOX IMVI,99,102,93,97,104
HS 578T,102,99,95,95,99
MCF7,97,102,98,90,108
MDA-MB-231,96,97,105,105,90
MDA-MB-468,112,104,89,·,96

21) N#CC(C#N)=Cc1cc2ccccc2nc1Sc1ccc(Br)cc1
22) CSc1nc2ccccc2cc1/C=[N+](\[O-])c1ccccc1
23) Cc1c(-c2ccccc2)nc(NCc2ccco2)c(C#N)c1C#N
24) CN(C)C(=S)SCCCCCC(=O)O
25) Cc1cc(=O)oc2c(O)c(O)ccc12
Compound,21,22,23,24,25
BT-549,96,66,79,108,104&93
T-47D,89,62,63,105,103&98
MALME-3M,88,46,106,117,99&117
LOX IMVI,69,38,76,101,94&101
HS 578T,91,74,90,103,100
MCF7,51,25,70,90,92&103
MDA-MB-231,61,46,76,105,91&125
MDA-MB-468,86,88,60,98,103&102

Laid out differently: entries from further up
no. | SMILES | BT-549 | T-47D | MALME-3M | LOX IMVI | HS 578T | MCF7 | MDA-MB-231 | MDA-MB-468
16 | Cc1c(-c2nn(-c3ccccc3)cc2/C=N\O)nnn1-c1ccc(F)cc1 | 93 | 90 | 102 | 99 | 102 | 97 | 96 | 112
17 | CN=C(NC)c1ccc(NC(=O)c2ccc(C(=O)Nc3ccc(C(=NC)NC)cc3)c(N)c2)cc1 | 107 | 96 | 101 | 102 | 99 | 102 | 97 | 104
18 | COc1ccc(-c2nc(-c3ccccc3)c(-c3ccccc3)n2CCCCC(=O)O)cc1 | 98 | 73 | 92 | 93 | 95 | 98 | 105 | 89
19 | Cn1c(N)nc2nc[nH]c2c1=S | 95 | 92 | 95 | 97 | 95 | 90 | 105 | ·
20 | COc1ccc(CN2C(=O)N(c3cccnc3Cl)S(=O)(=O)c3ccccc32)cc1F | 100 | 96 | 100 | 104 | 99 | 108 | 90 | 96
21 | N#CC(C#N)=Cc1cc2ccccc2nc1Sc1ccc(Br)cc1 | 96 | 89 | 88 | 69 | 91 | 51 | 61 | 86
22 | CSc1nc2ccccc2cc1/C=[N+](\[O-])c1ccccc1 | 66 | 62 | 46 | 38 | 74 | 25 | 46 | 88
23 | Cc1c(-c2ccccc2)nc(NCc2ccco2)c(C#N)c1C#N | 79 | 63 | 106 | 76 | 90 | 70 | 76 | 60
24 | CN(C)C(=S)SCCCCCC(=O)O | 108 | 105 | 117 | 101 | 103 | 90 | 105 | 98
25 | Cc1cc(=O)oc2c(O)c(O)ccc12 | 104&93 | 103&98 | 99&117 | 94&101 | 100 | 92&103 | 91&125 | 103&102

Additional records follow:
26) CCN(CC)CCCCCNc1cc(Cl)c(Cl)cc1[N+](=O)[O-]
27) N#Cc1c(-c2ccc(F)cc2)nc(NCCO)[nH]c1=O
28) O=C(Cn1c(/C=C/c2cccc([N+](=O)[O-])c2)nc2ccccc2c1=O)Nc1ccccc1
29) CCCC1CCC(O)(C(C)(O)C(=O)NC2C(=O)N3NCCCC3C(=O)N(O)C(C)C(=O)N3NCCCC3C(=O)N3NCC(O)CC3C(=O)NC(C)C(=O)OC2C(C)C)OC1CC (stereo unspecified)
30) O=[N+]([O-])c1ccc(O)c(/C=N/N2CCCCC2)c1
Compound,26,27,28,29,30
BT-549,75,104,·,-67*,94
T-47D,85,94,83,-78*,92
MALME-3M,102,94,75,-72*,107
LOX IMVI,70,94,33,-73*,100
HS 578T,80,107,87,-78*,116
MCF7,91,90,42,-83*,93
MDA-MB-231,84,·,34,-66*,122
MDA-MB-468,85,120,99,·,90

31) CCOC(=O)C1=NNC(C(=O)OCC)C1C(=O)OCC (stereo unspecified)
32) O=C(COc1ccccc1)OC1CCCCC1C1CCCCC1 (stereo unspecified)
33) C/C(=C(/c1ccccc1)c1ccc(OCC(O)CNCCN2CCOCC2)cc1)c1ccccc1 (stereo unspecified)
34) CC(=O)Oc1cc(O)c2c(=O)c(OC(C)=O)c(-c3ccc(OC(C)=O)c(OC(C)=O)c3)oc2c1
35) O=C(CNc1cccc(Cl)c1)Cn1cc(COc2ccc(C=Nc3cnc4ccccc4c3)cc2)nn1
36) O=C(C(=O)c1ccc(O)cc1O)c1ccc(O)cc1O
37) Oc1ccc(-c2nc3c4c(-c5ccccc5)c(-c5ccccc5)oc4ncn3n2)cc1
Compound,31,32,33,34,35,36,37
BT-549,111,·,105,47,109,90,112
T-47D,106,·,89,73,104,114,84
MALME-3M,104,101,-71*,74,102,80,103
LOX IMVI,104,93,19,58,·,87,91
HS 578T,204,87,70,47,103,86,104
MCF7,94,100,45,58,101,112,102
MDA-MB-231,97,98,29,67,104,97,103
MDA-MB-468,108,91,53,43,102,121,94

Source: PubChem BioAssay
